Source: PubChem BioAssay
GPT2 inh: inhibitors of human GPT2 alanine aminotransferase | Potency, µM (highest dose often 57.7 µM), inactives show at the top dose activity change, negative = inhibition, actives largely listed as inhibitors | 0.25% of 100,000 active | AID 1671188 | Q8TD30 | Recombinant GPT2, coupled pyruvate oxidase/HRP Amplex Red fluorescence; further: potency means the concentration at half of the fitted maximal effect; nearly all actives have a fitted effect of over 60% in size; many of its hits are not listed in these tables
Target sequence (Q8TD30 whole entry, looked up): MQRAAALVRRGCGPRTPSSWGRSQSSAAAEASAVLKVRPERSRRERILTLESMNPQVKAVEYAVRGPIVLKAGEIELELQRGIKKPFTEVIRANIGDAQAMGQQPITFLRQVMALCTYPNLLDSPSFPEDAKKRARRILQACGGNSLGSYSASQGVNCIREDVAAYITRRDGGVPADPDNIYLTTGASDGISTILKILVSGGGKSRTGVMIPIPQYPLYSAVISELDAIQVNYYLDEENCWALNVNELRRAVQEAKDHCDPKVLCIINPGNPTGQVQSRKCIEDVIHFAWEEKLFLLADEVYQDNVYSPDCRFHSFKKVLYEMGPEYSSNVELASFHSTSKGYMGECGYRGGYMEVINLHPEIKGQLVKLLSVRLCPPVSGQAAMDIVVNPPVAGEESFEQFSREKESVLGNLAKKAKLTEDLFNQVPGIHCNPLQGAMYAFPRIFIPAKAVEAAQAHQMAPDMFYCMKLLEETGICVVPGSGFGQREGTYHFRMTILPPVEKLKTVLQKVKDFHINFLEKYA
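GPT2 10ng/uL, a-KG 250uM, L-Ala 2mM, HEPES pH7.5 + 0.0001% Tween; 30 min RT. Then Amplex mix (PO/HRP/ThPP), 30 min RT dark, fluorescence. AOA 50uM used as positive control.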
SNCA viab count: counter-screen for SNCA expression inhibitors: cell viability; HEK-293-SNCA-luc viability, GF-AFC fluorescence, 24 h; Potency, µM (highest dose often 57.1 µM), for inactives: at the top dose activity change, negative = cytotoxicity, most hits filed as cytotoxic; 0.12% of 150,000 active;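 further: potency means the concentration at half of the fitted maximal effect; 0% = DMSO-treated cells and -100% = medium-only wells without cells; nearly all actives have a fitted effect of over 30% in size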
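Cytotoxicity counterscreen: after 24 h compound treatment of genome-edited SNCA-luciferase HEK-293 cells, live-cell protease substrate GF-AFC read by fluorescence after 30 min; activity scaled between DMSO (0%) and medium-only (-100%), curves Hill-fitted.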
IP6K1 inh: inhibitors of human IP6K1; Q92551; IP6K1 kinase, ADP-Glo luminescence, 2 h; active compounds read low; activity change, % (series mostly up to about 58 µM); 0.81% of 140,000 active; AID 1645851; in the data active means activity change below about -25%
Target sequence (Q92551 whole entry, looked up): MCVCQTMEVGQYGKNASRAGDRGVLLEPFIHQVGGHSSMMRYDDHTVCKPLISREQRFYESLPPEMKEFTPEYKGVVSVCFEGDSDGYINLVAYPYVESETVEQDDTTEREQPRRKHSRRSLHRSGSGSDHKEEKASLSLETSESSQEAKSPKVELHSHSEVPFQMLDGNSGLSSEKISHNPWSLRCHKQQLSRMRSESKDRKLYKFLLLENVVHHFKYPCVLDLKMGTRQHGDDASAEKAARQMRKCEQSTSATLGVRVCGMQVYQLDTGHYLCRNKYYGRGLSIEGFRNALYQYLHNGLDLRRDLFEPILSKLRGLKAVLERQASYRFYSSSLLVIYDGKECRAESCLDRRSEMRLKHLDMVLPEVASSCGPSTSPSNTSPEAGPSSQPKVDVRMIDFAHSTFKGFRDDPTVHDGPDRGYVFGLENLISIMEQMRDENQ
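ADP-Glo luminescence measures ADP made by human IP6K1 during a 2 h RT reaction with ATP/IP6 (mix at 1.3 mM/130 uM); top library doses 57.5 and 19.1 uM final.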
SNCA expr inh: inhibitors of alpha-synuclein (SNCA) gene expression; Potency, µM (titrated, usually from 57.2 µM), inactives show at the highest dose activity change, negative = inhibition, usual class: inhibitors; HEK-293 SNCA-luciferase knock-in, luminescence, 24 h; 0.17% of 140,000 active;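 further: potency means the concentration at half of the fitted maximal effect; plate controls were DMSO cells for no effect and cell-free wells for full effect; nearly all actives have a fitted effect of over 45% in size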
3T3 cytotox: cytotoxic compounds in NIH 3T3 cells; NIH 3T3 viability, CellTiter-Glo ATP luminescence, 48-72 h; Potency, µM (titrated, usually from 96.7 µM), for inactives: top-dose activity change, negative = cytotoxicity, hits mostly inhibitors; 4.3% of 94,000 active; further: potency means the concentration at half of the fitted maximal effect; nearly all actives have a fitted effect of over 55% in size
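Cytotoxicity was measured by CellTiter-Glo ATP luminescence after 48 or 72 h compound exposure at 37 °C. Mouse NIH 3T3 fibroblasts were seeded at 400 cells/well and dosed by 23 nL pin transfer.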
HEK293 tox: HEK 293 cell cytotoxicity | 6.6% of 94,000 active | HEK 293 viability, ATP luminescence (CellTiter-Glo), 48-72 h | Potency, µM (titrated, usually from 115 µM), for inactives: at the highest dose activity change, negative = cytotoxicity, actives largely listed as inhibitors | AID 1345083; further: potency means the concentration at half of the fitted maximal effect; nearly all actives have a fitted effect of over 60% in size
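HEK 293 seeded at 250 cells/well receive compound via pintool. After 48 or 72 hr at 37 degree Celsius, 5% CO2 and 95% humidity, CellTiter-Glo is dispensed and luminescence read following 10 min at room temperature.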
Luciferase inh: Photinus pyralis luciferase inhibition; purified P. pyralis luciferase, luminescence, biochemical; 2.5% of 76,000 active; Potency, µM (highest dose often 115 µM), without a hit: top-dose activity change, negative = inhibition, most hits filed as inhibitors; further: potency means the concentration at half of the fitted maximal effect; nearly all actives have a fitted effect of over 65% in size
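Inhibitors were tested against purified firefly luciferase in a biochemical, low-substrate format (both substrates at 10uM) and luminescence measured with a CCD imager.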
Numbers without * were called inactive; i = inactive; ? = inconclusive; · = not tested or not shown; & = joins results of further samples; [ ] = another dose, or the depositor's remark. Unless noted, the call rests on the fitted dose curve; in most records, active means well fitted curve in the direction sought with a large enough effect; inconclusive means small, poorly fitted or top-dose-only effect, or another doubt; inactive means no such curve, though single readings can be large; an effect the other way counts as inactive or inconclusive. Unless noted, on the % scale 0 is the no-effect control and ±100 the full control effect.

SMILES	SNCA viab count	GPT2 inh	SNCA expr inh	IP6K1 inh	HEK293 tox	Luciferase inh	3T3 cytotox
CC(C)(O)CN1CCC(=O)N(Cc2ccccc2)CCc2ccccc21	-8%[23.9 µM]	i	13%[25.6 µM]	8	?	·	-8%[46.1 µM]
Cc1cccc(C(=O)Nc2ccc(N3CCN(c4ccc(F)cc4)CC3)c(C(=O)O)c2)c1	10%	·	5%	2	·	·	·
COCc1nncn1C1CCN(S(=O)(=O)c2cccc(Cl)c2)CC1	2%	i	7%	6	1%	5%	-2%
COc1ncccc1C(=O)N1CCc2c(nc(-c3cccnc3)[nH]c2=O)C1	-3%	1%	5%	3	i	-1%	0%
COc1ccc(C2=NOC3(CCN(Cc4ccccc4)C3)C2)cc1 (configuration not stated)	5%[87.6 µM]	i	5%[87.6 µM]	8	?	-10%[172 µM]	?
CCOC(=O)c1c(-c2ccccc2)csc1NC(=O)c1cc(=O)c2ccc(C)cc2o1	5%	·	27%	-25	·	·	·
COCCN(C)C[C@H]1C[C@H](CO)CN(C(=O)c2ccc(Cl)c(F)c2)C1	-3%	i	-10%	4	-6%	9%	-26%
Cc1ccccc1C(=O)N1CCC(C(=O)N2CCC(N3CCOC3=O)CC2)CC1	7%	i	0%	-2	-5%	·	-16%
CCc1cn(C[C@H](NC(=O)C2CCCC2)C(=O)O)c(=O)[nH]c1=O	6%[87.6 µM]	-2%[88.5 µM]	5%[87.6 µM]	1	i	1%[172 µM]	1%[174 µM]
CCN1CCN(CCCNC(=O)c2cc3c(=O)n(CC)c4ccccc4c3s2)CC1	-9%	·	50%[activator]	30	·	·	·
Cc1ccccc1Cc1noc(-c2nc(-c3ccc4c(c3)OCO4)no2)n1	12%	?	?	2	12%	-6%	i
CCOc1ccccc1NC(=O)c1c(NCc2ccc(C)o2)sc2c1CCC(C)C2 (configuration not stated)	-5%	·	4%	21	·	·	·
CCc1ccc(N2CC(c3noc(-c4cc(F)cc(F)c4)n3)CC2=O)cc1 (configuration not stated)	26%	3%	3%	0	-27%	-15%	?
CCc1ccc(CNC(=O)CN2C(=O)c3cccnc3Oc3ccc(Cl)cc32)cc1	?	·	-29%	-7	·	·	·
OC(CN1CCC(Cc2ccc(F)cc2)CC1)c1ccc(Cl)cc1 (configuration not stated)	-10%	4%&-13%&-6%	?	27	·	·	·
NC(=O)[C@H](Cc1cccs1)NC(=O)C1=C[C@@H](NC(=O)c2cnccn2)[C@@H](O)[C@H](O)C1	3%[87.6 µM]	-29%[88.5 µM]	-6%[87.6 µM]	-4	-4%[172 µM]	-17%[172 µM]	-22%[174 µM]
CCc1nc2nccc(-c3cccc(OC)c3)n2n1	1%	-27%	0%	-1	3%	-8%	0%
CN1CCC(CNc2ncc(C(C)(C)C(=O)O)c(N3CCOCC3)n2)C1 (configuration not stated)	1%	-3%	-5%	4	i	0%	-1%
COc1ccccc1NC(=O)N1CC(=O)Nc2sc3c(c2C1c1ccccc1)CCCC3 (configuration not stated)	4%	·	-4%	-8	·	·	·
CN(CC1CCOC1)S(=O)(=O)c1ccc(Cl)cc1 (configuration not stated)	-13%	i	-17%	22	8%	2%	i
CC(Sc1oc(-c2ccco2)nc1S(=O)(=O)c1ccc(Br)cc1)c1ccccc1 (configuration not stated)	13%	·	?	-7	·	·	·
COCCNC(=O)c1cc(-c2ccc(OC)cc2)nc2onc(C3CCCN3)c12 (configuration not stated)	1%	i	4%	-3	-5%	·	3%
Cc1nonc1CC(=O)N[C@@H]1COCC[C@@H]1OCc1cscn1	-7%	i	22%	-4	2%	3%	0%
COc1cccc(CN2CCc3nc(C)nc(-c4ccc(O)cc4)c3C2)c1	3%	i	-9%	20	?	-1%	?
COCC1CN(C2CCC2)CC12CCN(C(=O)c1ccc(OC)cc1OC)CC2 (configuration not stated)	2%	i	-14%	4	?	·	-25%
CC(NC(=O)c1csc(N2CCN(c3ccccc3F)CC2)n1)c1ccccc1 (configuration not stated)	4%	-5%	-6%	4	45µM*	2%	?
O=C(NCc1ccccn1)c1cn2cc(-c3ccc(C(F)(F)F)cc3)sc2n1	-4%	i	13%	-4	-20%	·	-27%
Cc1ccsc1CN1CCC[C@H]1C(=O)N1CCCCCCNC(=O)CC1	2%	i	-7%	2	i	-6%	-10%
CCOc1ccc(NC(=O)Cn2cc(C(=O)c3ccc(CC)cc3)c(=O)c3cc4c(cc32)OCO4)cc1	-4%	·	17%	9	·	·	·
CNC(=O)C1CN(c2cccc(OC)c2)C(=O)N1 (configuration not stated)	-8%[87.6 µM]	i	4%[87.6 µM]	8	2%[172 µM]	3%[172 µM]	0%[138 µM]
S=C(Nc1ccccc1)Nc1nccs1	-4%	i	114%[activator]	·	·	·	·
CCN1C(=O)C2CC3(CCN(S(=O)(=O)c4cnn(CC)c4)CC3)CN2C1=O (configuration not stated)	0%	1%	-13%	-12	-6%	-9%	-2%
COC1CN(C2CCN(C(=O)c3sc(C)nc3C)CC2)C12CCOCC2 (configuration not stated)	-2%	5%	-2%	30	-15%	3%	-7%
Cc1noc(C)c1-c1cc(-c2cncnc2)cn2cncc12	-2%[87.6 µM]	1%[88.5 µM]	47%[activator][87.6 µM]	-5	-3%[230 µM]	1%[230 µM]	?
CC(C)CC(O)C(=O)N1CCC(n2nccc2NC(=O)c2ccccc2)CC1 (configuration not stated)	0%	i	-14%	-8	4%	6%	1%
O=C(CSc1nc(-c2ccccc2)nc2c1CCCC2)c1ccc(Cl)cc1	8%	·	3%	0	·	·	·
CCOc1cccc2c1OC[C@@H]1CN(CCOC)C(=O)CCN(C(=O)c3ccccc3OC)[C@H]21	·	·	·	-9	1%	·	?
O=C(c1ccc2c(c1)OCCO2)N1CCCCC1	1%	-5%	23%	·	·	·	·
COc1ccc(-c2cc(N3CCCC(NC(=O)c4ccsc4)C3)n[nH]2)cc1 (configuration not stated)	?	?	67%[activator]	0	35µM*	14µM*	?
CC(C)NC(=O)c1cc(-c2ccc([S+](C)(=O)[O-])cc2)c2cccn2n1	-13%	5%	37%	-3	?	·	?
COc1cccc(CNC(=O)CSc2n[nH]c(-c3ccccc3Cl)n2)c1	7%	·	6%	8	·	·	·
O=C1OC2(c3ccc(O)cc3Oc3cc(O)ccc32)c2ccccc21	?	-1%	58%[25.6 µM]	5	·	·	·
CCOc1ccc(OCC)c(NC(=O)c2cc(CN3CCOCC3)on2)c1	7%	·	4%	19	·	·	·
Cc1ccccc1-c1noc(-c2cccnc2N2CCN(c3ccccc3)CC2)n1	7%	·	7%	15	·	·	·
Cc1cnc(C(=O)NCCc2ncc(C)n2C2CC2)cn1	3%	i	-6%	3	i	-3%	4%
Cc1ccc(-c2nnc3ccc(NCCc4ccccc4)nn23)nc1	-3%[87.6 µM]	-12%[88.5 µM]	-7%[87.6 µM]	-14	56µM*	-25%[172 µM]	45µM*
CCOc1ccc(NC(=O)C2CCC(CNS(=O)(=O)c3ccc4c(c3)CCCC(=O)N4)CC2)cc1 (configuration not stated)	0%	·	-29%	3	·	·	·
CCNC(=O)N1CCC(Cc2ccc(C(N)=O)cc2)CC1	7%	-22%	17%	-10	i	6%	3%
CCOC(=O)c1c(C)[nH]c(C)c1S(=O)(=O)N1CCCC(C(=O)Nc2cccc(C)n2)C1 (configuration not stated)	-20%	·	1%	-18	·	·	·
O=C(CCc1nc2ccccc2[nH]1)N1C[C@@H](CO)[C@H](c2ccncc2)C1	-6%	3%	10%	-12	0%	4%	i

3 entries from above in another layout.
Molecule: COc1ccc(-c2cc(N3CCCC(NC(=O)c4ccsc4)C3)n[nH]2)cc1 (configuration not stated)
  SNCA viab count: ?	GPT2 inh: ?	SNCA expr inh: 67%[activator]	IP6K1 inh: 0	HEK293 tox: 35µM*	Luciferase inh: 14µM*	3T3 cytotox: ?
Molecule: CC(C)NC(=O)c1cc(-c2ccc([S+](C)(=O)[O-])cc2)c2cccn2n1
  SNCA viab count: -13%	GPT2 inh: 5%	SNCA expr inh: 37%	IP6K1 inh: -3	HEK293 tox: ?	Luciferase inh: ·	3T3 cytotox: ?
Molecule: COc1cccc(CNC(=O)CSc2n[nH]c(-c3ccccc3Cl)n2)c1
  SNCA viab count: 7%	GPT2 inh: ·	SNCA expr inh: 6%	IP6K1 inh: 8	HEK293 tox: ·	Luciferase inh: ·	3T3 cytotox: ·

New compounds follow.
SMILES	SNCA viab count	GPT2 inh	SNCA expr inh	IP6K1 inh	HEK293 tox	Luciferase inh	3T3 cytotox
Cc1cccc(-c2cccc(CN3CCC(NC(=O)C4CC4)CC3)c2)c1	-5%[87.6 µM]	i	-14%[87.6 µM]	4	?	·	?
Cc1ccc(N2CCN(S(=O)(=O)c3c(C)[nH]c(=O)[nH]c3=O)CC2C)cc1 (configuration not stated)	10%	·	-1%	2	·	·	·
CN(C)Cc1cc(C[C@@H]2C[C@H](NS(=O)(=O)c3ccc(F)cc3)C2(C)C)no1	1%[87.6 µM]	3%[88.5 µM]	-13%[87.6 µM]	-1	?	-2%[172 µM]	?
COc1ccc(-c2ccc(C(=O)N3CCC(NC(=O)c4ccc(F)cc4)CC3)cc2)nn1	·	·	·	-4	?	·	?
COc1ccc(S(=O)(=O)N2CCC3(CC2)CC(OC)CCO3)cc1 (configuration not stated)	-2%[12.5 µM]	i	-14%	-8	-27%	-12%	-29%
Cc1nn(CCC#N)c(C)c1[C@@H]1C=C[C@@H](NC(=O)Nc2ccccc2)C1	0%[87.6 µM]	i	36%[activator][87.6 µM]	-5	-3%[172 µM]	?	?
CN(CCNC(=O)c1cn2ccnc(-c3ccccc3)c2n1)C1CCCCC1	-5%	i	-9%	20	i	0%	1%
Cc1nc(N2CCCC(Cn3ccnc3)C2)c2sccc2n1 (configuration not stated)	4%	0%	-13%	16	?	-8%	?
CCOc1ccccc1NC(=O)Cn1c(N2CCC(C)CC2)nc(C)cc1=O	9%	i	-11%	28	?	-5%	?
Cc1ccc(Cn2c(=O)n(CCCCC(=O)NCc3ccccc3Cl)c(=O)c3ccccc32)cc1	-1%	·	-6%	-7	·	·	·
Cc1cc(C2CC(C(=O)NCc3ccco3)CN(C(=O)c3ccccc3)C2)ccc1F (configuration not stated)	0%	?	3%	7	?	-8%	?
CN(C)[C@@H]1CN(C(=O)CN2CCCCCC2)CC[C@@H]1CO	-6%[12.5 µM]	4%	6%	-2	-3%	-6%	?
